# ADAM10 inh – human ADAM10 inhibitors, primary screen, biochemical, QFRET, HTS; Disintegrin and metalloproteinase domain-containing protein 10 (Homo sapiens), O14672; recombinant ADAM10, EDANS/DABCYL FRET peptide cleavage, 3 h; inhibition, % at 7 µM; 370,000 tested, 0.62% active;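 active = inhibition above a per-campaign cutoff equal to the mean of compounds falling between control-based bounds plus 3 SD, cut at about 20% in these data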;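 also: 0% = DMSO wells while the 100% control is not disclosed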
# GAA850 FXN act – FXN promoter activators, primary screen, cell-based, luciferase luminescence, HEK293 lucGAA850; HEK293 lucGAA850 FXN promoter luciferase reporter, 24 h; percent of 10 µM SAHA response; activation, % at 6 µM; 360,000 tested, 0.56% active; AID 540364, 2011;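 active = activation above the average of all compounds screened plus 3 SD, cutoff fixed separately per campaign, cut at about 7.5% in these data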;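 also: 0% = DMSO wells and 100% = 10 µM SAHA wells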
# hgDAF12 agonist – H. glycines DAF-12 receptor agonists, primary screen, cell-based, luminescence, HEK293, GAL4 fusion, UAS-luciferase | Nuclear hormone receptor DAF-12 (Heterodera glycines), GAL4 fusion | HEK293 GAL4-hgDAF12 UAS-luciferase reporter, agonist luminescence; normalized to butyrate control | activation, % at 6.8 µM | 370,000 tested, 1.8% active | AID 687014, 2013;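 active = activation above a cutoff set at the mean of all screened compounds plus 3 SD, cut at about 10% in these data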;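 also: 0% = DMSO wells and 100% = sodium butyrate wells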
# ADAM17 inh – ADAM17 inhibitors, primary screen, biochemical, QFRET; Disintegrin and metalloproteinase domain-containing protein 17 (Homo sapiens), P78536; recombinant ADAM17, EDANS/DABCYL FRET peptide cleavage; inhibition, % at 6.95 µM; 370,000 tested, 0.83% active; AID 720648, 2013;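 active = inhibition above the mean of compounds lying between control limits plus 3 SD, set per campaign, cut at about 8.5% in these data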;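 also: 0% = DMSO-only wells as the low control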
# ssDAF-12 act – S. stercoralis DAF-12 nuclear receptor activators, primary screen, cell-based, luminescence, HEK293, GRIP1 co-expression, lit1-tk-luc | Nuclear hormone receptor DAF-12 (Strongyloides stercoralis) | 370,000 tested, 1% active | AID 652126, 2013 | activation, % at 6.8 µM | HEK293 ssDAF-12/GRIP1 lit1-tk-luc reporter; % of 3 µM dafachronic acid response;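 active = activation above the mean over all tested compounds plus 3 SD, cut at about 0.9% in these data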;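 also: 0% = DMSO-only wells and 100% = 3 µM delta7-dafachronic acid wells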
# DAX1 inh-1 – DAX1 (NR0B1) inhibitors on StAR promoter, primary screen, cell-based, luminescence, SF-1 (NR5A1), full-length DAX-1. HEK293T StAR-luciferase reporter, SF-1/DAX-1 repression relief. inhibition, % at 6.8 µM. 370,000 tested, 1.1% active. AID 652010, 2013;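 active = inhibition above the mean over all tested compounds plus 3 SD, cut at about 3.6% in these data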;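 also: 0% = DAX-1 cells with DMSO and 100% = cells lacking DAX-1 with DMSO; higher inhibition means more luminescence from relief of DAX-1 repression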
# DAX1 inh-2 – DAX1 (NR0B1) inhibitors, primary screen, cell-based, HEK293, Gal4-DAX1, luciferase luminescence; Nuclear receptor subfamily 0 group B member 1 (Homo sapiens), P51843; HEK293 Gal4-DAX1 luciferase reporter; inhibition, % at 6.75 µM; 340,000 tested, 0.99% active; AID 504766, 2011;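 active = inhibition above the mean over all tested compounds plus 3 SD, cut at about 4.2% in these data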;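 also: 0% = DAX1-transfected cells with DMSO and 100% = empty-vector control cells with DMSO; inhibition shows as a rise in luminescence from relieved DAX1 repression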
# SMARCA2 activ – SMARCA2 (BRM) function activators, primary screen, cell-based, luminescence, high throughput | MG213 cells, MMTV-luciferase reporter, dexamethasone, overnight | activation, % at 9.1 µM | 370,000 tested, 1% active | AID 652017, 2013; in the data active = activation above about 7.8%;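 also: 0% = vehicle wells and 100% = reference activator wells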
# hcDAF12 agonist – H. contortus DAF-12 nuclear receptor activators, primary screen, cell-based, luminescence, HEK293, lit1-tk-luc reporter; 370,000 tested, 1.4% active; HEK293 hcDAF-12 lit1-tk-luc reporter; 0% DMSO, 100% Δ7-dafachronic acid; activation, % at 6.8 µM;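 active = activation above the mean of all tested compounds plus 3 SD, cut at about 5.5% in these data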;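 also: 100% = response to 3 µM Δ7-dafachronic acid high control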
# PG9 Ab binder – binders of HIV-1 gp120 antibody PG9, primary screen, biochemical, TR-FRET. TR-FRET gp120-PG9 antibody binding. inhibition, % at 6.7 µM. 360,000 tested, 0.43% active; in the data active = inhibition above about 8.5%
# NPR1 activator – GC-A stimulated cGMP production enhancers – HEK293 GC-A cells, cGMP TR-FRET, EC30 ANP, primary screen; Atrial natriuretic peptide receptor 1 (Homo sapiens), P16066; activation, % at 10 µM; 370,000 tested, 0.14% active; AID 1671463, 2021; 0% at EC30 ANP, 100% saturating ANP; in the data active = activation above about 40%
# Target sequence (P16066 whole entry, looked up): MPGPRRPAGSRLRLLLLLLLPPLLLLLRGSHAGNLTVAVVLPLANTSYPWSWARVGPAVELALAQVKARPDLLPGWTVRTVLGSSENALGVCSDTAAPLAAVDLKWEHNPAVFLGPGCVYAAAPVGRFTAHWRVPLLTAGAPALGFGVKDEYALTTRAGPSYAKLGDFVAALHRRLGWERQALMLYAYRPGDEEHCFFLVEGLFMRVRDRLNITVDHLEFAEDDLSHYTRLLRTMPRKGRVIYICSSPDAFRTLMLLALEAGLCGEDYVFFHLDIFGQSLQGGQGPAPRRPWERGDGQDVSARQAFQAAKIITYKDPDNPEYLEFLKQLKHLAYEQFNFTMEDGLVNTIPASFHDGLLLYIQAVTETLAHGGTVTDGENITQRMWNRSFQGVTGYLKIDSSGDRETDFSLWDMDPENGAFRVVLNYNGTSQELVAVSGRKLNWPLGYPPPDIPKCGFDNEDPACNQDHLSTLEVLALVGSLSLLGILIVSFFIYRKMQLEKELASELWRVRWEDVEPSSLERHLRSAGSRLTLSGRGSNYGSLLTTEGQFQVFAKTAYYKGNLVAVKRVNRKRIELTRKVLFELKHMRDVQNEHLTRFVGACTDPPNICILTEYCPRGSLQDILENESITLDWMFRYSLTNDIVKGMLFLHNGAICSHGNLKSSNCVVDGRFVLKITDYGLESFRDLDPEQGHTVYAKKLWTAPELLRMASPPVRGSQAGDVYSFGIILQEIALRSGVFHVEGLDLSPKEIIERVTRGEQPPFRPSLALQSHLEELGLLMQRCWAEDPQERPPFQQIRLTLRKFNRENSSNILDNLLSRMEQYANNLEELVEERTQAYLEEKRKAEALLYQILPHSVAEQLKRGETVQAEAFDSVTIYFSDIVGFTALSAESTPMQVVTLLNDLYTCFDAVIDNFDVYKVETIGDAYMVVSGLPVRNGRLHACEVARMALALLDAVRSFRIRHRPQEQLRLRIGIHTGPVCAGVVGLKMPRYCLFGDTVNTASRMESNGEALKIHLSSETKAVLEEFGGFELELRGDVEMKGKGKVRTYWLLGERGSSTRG
# An asterisk follows results filed as active; · = not tested or not shown.
SMILES,ADAM10 inh,GAA850 FXN act,hgDAF12 agonist,ADAM17 inh,ssDAF-12 act,DAX1 inh-1,DAX1 inh-2,SMARCA2 activ,hcDAF12 agonist,PG9 Ab binder,NPR1 activator
COc1ccc(CCCc2nnc(SCC(=O)Nc3ncc(C)s3)o2)cc1,-7,0.7,-0.6,-4,-1.7,-0.5,0.7,-4,-1.0,2.4,-2
CC1(c2ccccc2Cl)NC(=O)N(CC(=O)c2ccc3c(c2)OCO3)C1=O (stereo not drawn),-10,0.2,1.6,5,-0.3,1.6,1.2,-2,-1.6,0.8,4
COc1cccc(COCC(O)Cn2cnc3cc(C)c(C)cc32)c1 (stereo not drawn),2,-1.4,0.9,-3,-2.2,0.1,-0.2,0,-1.4,-0.2,-5
CCC1(C)Cc2ccccc2-c2c1c(=O)n(Cc1ccccc1)c1nnnn21 (stereo not drawn),-19,0.5,-0.2,-9,-0.6,-0.2,-0.9,-2,-0.7,0.9,9
CC(C)[C@H](NC(=O)N1CCn2c1nc1ccccc12)C(=O)N[C@H](C(=O)O)c1ccccc1,-9,0.9,0.7,-3,-1.4,1.0,-0.2,-1,2.1,0.0,-2
Cc1cc(-c2nnc(SCC(=O)Nc3ccccc3C(F)(F)F)o2)c(C)n1-c1ccccc1,6,-7.6,-7.5,-2,-2.3,-2.5,-1.4,-4,-2.5,0.5,0
CCCCNC(=O)C1(C)CCC(=O)N1C1CC1 (stereo not drawn),-16,·,2.1,-4,-0.6,0.3,·,-1,0.0,-1.6,0
Cc1cc(Nc2ccccc2O)c2ccccc2n1,2,-0.2,0.4,0,-0.4,-0.5,·,0,0.0,-2.6,0
O=C(c1ccccc1)N(C1=NCCCCS1)c1ccccc1,5,1.7,-1.2,3,-1.2,0.2,-0.2,-3,-1.2,-1.3,-1
CC1CCCCN1C(=O)COC(=O)c1cc([N+](=O)[O-])ccc1N (stereo not drawn),0,1.4,-0.1,1,-0.6,0.6,1.3,6,-0.3,0.4,4
O=C(c1ccc(COc2ccc(Cl)cc2)cc1)N1CCCCC1,6,5.3,4.3,1,0.0,0.5,0.6,1,-0.9,-1.3,8
CN1CCCCC1(C)C(=O)NCc1cc(Cl)ccc1F (stereo not drawn),-15,-0.6,2.6,-5,-1.6,0.0,·,-5,-1.1,-0.5,2
COc1ccc(-n2c(C)c3c(OC)cccc(=O)c3c2C)cc1,-9,0.0,0.1,-3,-0.1,0.6,1.9,11*,1.3,-0.6,0
COc1ccc(C2=NNC(=O)CC2)cc1,1,3.3,-0.4,-2,-1.4,0.1,-0.2,2,0.1,0.6,1
Cc1ccccc1NC(=O)Cn1c(NCC(C)O)nc2ccccc21 (stereo not drawn),-9,-1.4,0.6,-4,-0.7,-0.2,2.3,-2,0.0,-0.6,0
O=C(COC(=O)Cn1cnc2ccccc21)NCCc1ccc(Cl)cc1,-8,-0.3,0.1,-2,-1.3,-0.5,1.3,-1,3.1,0.4,3
O=C(COC(=O)C12CC3CC(CC(C3)C1)C2)Nc1nccs1,-1,2.5,2.4,-2,-0.3,-0.5,0.0,-2,-1.0,-0.7,·
Cc1cccc(NC(=O)COC(=O)c2cccc3c2C(=O)c2ccccc2C3=O)c1C,5,-0.2,-4.1,0,-1.1,-1.2,-1.8,-2,-4.5,-3.9,6
O=C(CN1CCCCCC1)N/N=C/c1cccc(Cl)c1Cl,2,3.4,1.0,5,-1.2,0.3,-0.4,0,0.3,-1.4,-2
CCc1cc2c(NCC3CCCO3)nc(C)nc2s1 (stereo not drawn),-91,0.0,-2.5,-28,-1.3,-0.7,-0.3,-2,-1.4,0.5,-2
CCn1c2ccccc2c2cc(NC(=O)CSc3nnc(-c4cccc(C)c4)o3)ccc21,-9,-3.4,2.3,-4,-1.3,-0.9,-0.8,-1,-1.1,0.8,1
CCOc1ccccc1C(=O)N[C@H](C(=O)Nc1ccc(OC)c(S(=O)(=O)N2CCOCC2)c1)C(C)C,-2,-2.3,-3.3,-2,-2.3,-1.1,-1.0,-4,-1.9,1.6,-3
Cc1cc(C(=O)Nc2c(F)c(F)c(F)c(F)c2F)n(-c2ccccc2)n1,3,-0.4,-1.3,0,-1.1,-0.2,-0.2,0,-0.4,-1.1,-1
Cc1ccccc1CSCC(Nc1ccc(C(=O)O)cc1[N+](=O)[O-])C(=O)O (stereo not drawn),-5,1.9,0.9,-1,-1.6,-0.4,-1.1,1,-0.7,-1.2,0
Cc1ccc(O)c(CNc2cccc(C)n2)c1,-12,2.0,-1.5,-6,-1.2,0.5,-0.4,1,0.9,1.1,-4

# Shown as a hit in SMARCA2 activ, among the entries above:
molecule,ADAM10 inh,GAA850 FXN act,ADAM17 inh,ssDAF-12 act,DAX1 inh-1,DAX1 inh-2,SMARCA2 activ,hcDAF12 agonist,PG9 Ab binder,NPR1 activator
COc1ccc(-n2c(C)c3c(OC)cccc(=O)c3c2C)cc1,-9,0.0,-3,-0.1,0.6,1.9,11*,1.3,-0.6,0

# Next part:
SMILES,ADAM10 inh,GAA850 FXN act,hgDAF12 agonist,ADAM17 inh,ssDAF-12 act,DAX1 inh-1,DAX1 inh-2,SMARCA2 activ,hcDAF12 agonist,PG9 Ab binder,NPR1 activator
CC(C)(C)NC(=O)CN(C(=O)CS(=O)CC(=O)Nc1ccc(F)cc1)c1ccc2c(c1)OCCO2 (stereo not drawn),-5,0.7,-0.1,-1,-1.2,0.0,-0.9,-3,-1.2,-0.3,4
CN(C)CCOc1ccc(-c2c(-c3ccsc3)sc3ccccc23)cc1,3,3.7,1.0,-1,-1.1,0.1,0.4,1,-0.9,-1.5,-12
O=C(CSc1n[nH]c(=O)n1Cc1ccccc1)Nc1ccc(N2CCOCC2)cc1,-1,-0.2,0.0,5,-1.0,-2.0,-0.2,-1,-1.6,-1.6,3
CCOC(=O)c1ccc(N2C(=O)c3n[nH]c(C)c3C2c2ccc(O)cc2)cc1 (stereo not drawn),-3,2.0,-0.5,-5,0.1,0.4,1.4,-2,-1.0,1.8,5
O=C(c1cccs1)N1CCN(c2ncc(C(F)(F)F)cc2Cl)CC1,4,2.2,0.4,0,-1.5,-1.1,-0.6,0,-1.8,-0.3,0
CCCOc1ccc(N2CC(C(=O)Nc3ccc(N4CCOCC4)cc3)CC2=O)cc1 (stereo not drawn),-7,0.5,4.2,-5,-1.3,-0.9,1.3,-2,-1.4,0.8,0
Cc1cccc(C(=O)N/N=C/c2ccc3c(c2)OCO3)n1,-3,-0.4,-0.3,-4,-0.8,-0.1,2.0,2,0.4,-1.1,0
CC(=O)N1c2ccc(S(=O)(=O)NCC3CCC(C(=O)Nc4ccc(C)cn4)CC3)cc2CC1C (stereo not drawn),2,-1.9,-5.9,1,-1.7,-1.3,-1.3,-6,-5.1,0.7,-2
Cc1ccc(NC(=O)CCC(=O)c2cccs2)c(Br)c1,3,1.8,7.1,-1,-0.2,8.0*,1.7,2,3.0,-1.3,0
CCOC(=O)C1=C(N)n2c(s/c(=C\c3ccncc3)c2=O)=C(C(=O)OCC)C1c1ccncc1 (stereo not drawn),1,3.2,-1.9,-1,-0.8,0.0,·,0,2.0,0.5,-14
Cc1cccc(C)c1-n1nnnc1C(c1ccccc1OC(F)(F)F)N1CCN(C/C=C/c2ccccc2)CC1 (stereo not drawn),7,·,5.7,5,-0.8,4.7*,·,-6,-0.8,1.1,-2
O=C(Nc1ccccc1C(=O)O)c1ccccc1,-8,-0.2,-0.9,-6,-0.5,0.2,0.2,-2,-0.7,1.0,3
CCOC(=O)C1CCCCN1Cc1ccc(OC)c(OC)c1OC (stereo not drawn),2,-0.3,-1.0,-4,-1.2,-0.1,0.7,2,-1.8,-0.7,4
O=C(NC1CCN(C(=O)Nc2cccc(Cl)c2)CC1)c1ccccc1,0,1.6,0.0,0,-0.9,0.0,1.2,-4,-0.1,1.5,-7
Cn1c(=O)c2c(SCc3cccnc3)nc(C3CC3)nc2n(C)c1=O,-12,3.8,0.7,0,-0.5,0.3,-0.2,-2,-1.0,1.0,9
COc1ccc(OC)c(-c2csc(N(CC3CCCO3)C(=O)C3CCCCC3)n2)c1 (stereo not drawn),-2,0.0,-3.9,1,-1.6,-0.1,-1.3,-2,-0.6,0.1,2
N#Cc1cccc(NC(=O)CC2CCCC2)c1,4,-0.9,-0.8,-6,-0.4,-0.1,3.5,1,0.5,-1.3,-2
CCC1CCC(N2CCN(c3cccc(OC)c3)CC2)CC1 (stereo not drawn),-9,-0.1,9.7,-4,0.2,0.6,-0.3,4,8.1*,-0.7,0
Cc1ccc(N2CN(Cc3ccco3)CNC2=S)cc1,-5,0.5,-1.3,-2,-0.3,-0.8,2.8,-2,0.1,-0.3,-4
CCCn1c(SCC(=O)c2cc(C)ccc2C)n[nH]c1=O,2,0.8,-1.1,-7,-1.2,-0.1,-1.6,-3,-1.7,0.8,-3
CN1CCN(CCc2nc3cc(NC(=O)c4ccco4)ccc3n2C)CC1,-9,0.8,-0.7,-5,-0.7,0.7,0.0,-2,0.2,-2.8,5
Cc1onc(-c2ccccc2)c1C(=O)OCc1nnc(-c2ccc([N+](=O)[O-])cc2)o1,-2,1.4,-0.8,-8,-1.0,-2.3,-0.1,-2,-2.5,-1.6,-4
CCC(C(=O)O/N=C(\N)c1ccccc1)c1ccccc1 (stereo not drawn),-2,-1.3,0.4,-1,-0.7,-1.0,0.7,-3,-0.5,-1.9,3
S=C(Nc1ccccc1)Nc1ccc2ccccc2c1,-82,2.6,6.9,-26,0.4,1.2,2.2,4,6.4*,-0.6,3
O=C1OCC2=Nc3cccc4cccc(c34)N12,0,·,-1.8,-3,-0.1,0.2,·,-4,-1.1,-3.8,-2
O=C(CN1CCc2ccccc2C1)Nc1cc(S(=O)(=O)N2CCOCC2)ccc1N1CCCC1,-4,-1.1,0.3,-2,-1.1,-0.1,0.2,-1,4.1,-1.9,-1
Cc1ccc(OCC(=O)NCc2ccco2)c([N+](=O)[O-])n1,9,1.2,-0.1,-1,-1.5,-0.6,-0.7,1,-0.9,0.3,0
